# mcGAS lum – mouse cGAS inhibition by luminescence | Q8C6L5 | recombinant cGAS, Kinase-Glo ATP depletion luminescence | inhibition, % at 12.5 µM | 160,000 compounds, 0.15% hits | AID 1259399;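 note: 0% = negative control wells and 100% = reference inhibitor with no enzyme activity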
# NPYLR7 ag – mosquito NPYLR7 agonism | HEK293T NPYLR7/Galpha15, GCaMP6s calcium fluorescence | activation, % at 10 µM | 270,000 compounds, 0.15% hits; in the data active = activation above about 40%;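 note: 0% = vehicle and 100% = reference agonist at the receptor; some compounds past the cut are filed as inactive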
# hcGAS lum – inhibitors of human cGAS | recombinant h-cGAS, ATP depletion, Kinase-Glo luminescence | inhibition, % at 12.5 µM | 290,000 compounds, 0.081% hits | AID 1259398;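 note: 0% = vehicle reaction and 100% = reaction without DNA for no activity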
# Target sequence (Q8N884 whole entry, looked up): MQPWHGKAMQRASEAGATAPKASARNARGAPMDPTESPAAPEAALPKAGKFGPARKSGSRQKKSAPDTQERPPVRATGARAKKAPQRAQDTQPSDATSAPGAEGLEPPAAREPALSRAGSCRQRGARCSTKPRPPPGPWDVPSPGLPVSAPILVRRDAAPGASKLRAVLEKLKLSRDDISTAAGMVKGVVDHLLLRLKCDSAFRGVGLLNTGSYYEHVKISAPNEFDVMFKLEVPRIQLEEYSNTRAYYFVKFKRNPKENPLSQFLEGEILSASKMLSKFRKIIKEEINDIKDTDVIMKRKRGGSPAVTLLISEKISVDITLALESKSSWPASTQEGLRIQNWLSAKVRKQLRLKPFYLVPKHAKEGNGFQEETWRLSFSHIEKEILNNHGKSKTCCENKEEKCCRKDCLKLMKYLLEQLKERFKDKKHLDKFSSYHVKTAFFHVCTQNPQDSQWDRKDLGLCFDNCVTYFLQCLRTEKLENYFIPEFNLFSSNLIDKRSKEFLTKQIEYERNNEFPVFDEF
# * marks the source's active call; other numbers are inactive results; nt = not tested or not shown; & = joins results of further samples. Cut-off read from the data, not from the text of the source, unless noted: active = inhibition above about 40%; inactive = the rest.
SMILES	mcGAS lum	hcGAS lum	NPYLR7 ag
Cc1sc2ncnc(SCC(=O)Nc3sc4c(c3C(N)=O)CCC4)c2c1C	nt	-3	3
CCCCn1c(CN2CC3C4CCC(C4)C32)nc2c1c(=O)[nH]c(=O)n2Cc1ccccc1 (stereo not drawn)	-14	-9	-5
O=C(N[C@@H]1CCCCC1NC(=O)C1CCCN(C(=O)c2cc(Cl)cc(Cl)c2)C1)c1ccc(F)cc1 (stereo partly drawn)	-4	-2	-3
O=C(Nc1ccc(Nc2ccccc2)cc1)Nc1c[nH]c2ccccc12	-5	1	2
CC1CCCC(C)N1C(=O)CSc1nnc(-c2cccnc2)o1 (stereo not drawn)	nt	-5	0
CCC1(c2ccc(F)cc2)NC(=O)N(CC(=O)NCC(C)C)C1=O (stereo not drawn)	-5	-2	1
COCCNC(=S)N1CCn2c1nc1ccccc12	nt	1	5
COc1cccc(CSc2nnc(C(C)NC(=O)C(Cl)Cl)n2-c2ccc(C)cc2)c1 (stereo not drawn)	-6	8	0
Nc1[nH]ncc1-c1ccccc1	nt	-5	8
Cc1nn(-c2ccccc2)c(Cl)c1CNCC1CN(C)CCO1 (stereo not drawn)	nt	-13	2
CC(=O)O[C@H]1CC[C@@]2(C)C(C[C@@H](OC(C)=O)[C@@]3(C)C4=CC(=O)O[C@@H](c5ccoc5)[C@]4(C)CCC23)C1(C)C (stereo partly drawn)	-2	-3	nt
O=C(NC1CC1)C1CNCCN1C(=O)c1cccc2cnccc12 (stereo not drawn)	nt	-11	12
Cc1cc(NC(=O)CN2C[C@@H]3C4CCC(CC4)[C@@H]3C2)no1	nt	4	-1
CCC(NC1CCN(Cc2ccccn2)CC1)c1ccnn1C (stereo not drawn)	nt	-4	10
COc1cc(F)ccc1-c1c(-c2ccccc2)ncn1CCCn1cncn1	6	6	-2
CC(C)c1nc(N2CCCC(O)(CN(C)C)CC2)no1 (stereo not drawn)	-14	-8	4
CN(Cc1cc(-c2cccs2)n[nH]1)C(=O)C1=NNC(=O)CC1	-16	0	0
COc1cc(OC)cc(C(=O)Nc2nc(-c3ccc(I)cc3)cs2)c1	0	-1	3
C=CCCC(O)(CCC=C)c1ccc(CN(Cc2cc(OC)cc(OC)c2)C(C)C)o1	-3	-3	-8
COc1ccc(-c2nnc3c4ccccc4c(C)nn23)cc1S(=O)(=O)N1CCOCC1	nt	2	-7
CC(NC(=O)COc1c(Cl)cccc1Cl)c1ccco1 (stereo not drawn)	nt	-2	-12
Cc1nc(NC2CCCCC2)sc1-c1ccccc1	nt	-8	2
COc1ccc(N2C(=O)C(=Cc3ccccc3OC)SC2=S)cc1	-6	-4	-2
Cc1c(C(=O)N2CCN(C(=O)CCc3ccccc3)CC2)cc(-c2ccccc2)n1-c1ccc(F)cc1F	-4	-10	-9
CCn1cc(NC(=O)c2cnc3ccccc3n2)ccc1=O	nt	-4	6
O=C(CSc1nc2c(cnn2CCO)c(=O)[nH]1)Nc1cccc(Cl)c1	nt	-3	4
CCC(C(=O)N(Cc1cc(NS(=O)(=O)c2ccc(OC)cc2)ccc1N(C)C)C1CC1)c1ccccc1 (stereo not drawn)	-4	-3	3
CCOC(=O)c1[nH]c(C)c(S(=O)(=O)Nc2ccc(C(F)(F)F)cc2)c1C	-15	-8	1
O=C(O)CCN(CCCN1CCOCC1)c1nc(-c2ccccc2Cl)nc2ccccc12	nt	4	2
COc1cc(OC)cc(C(=O)NC2CCN(c3ccccc3C(=O)NCCc3ccc(OC)c(OC)c3)CC2)c1	-5	-5	-2
CCOc1ccccc1NC(=O)NC(C(=O)Nc1nnc(-c2cccc(C)c2)s1)C(C)C (stereo not drawn)	-6	-10	23
Cc1cccnc1CNC(=O)NC(C)c1cccc(-n2ccnc2)c1 (stereo not drawn)	nt	-12	2
CCCC(=O)Nc1nc(C)c(C(=O)OCC)s1	-5	-3	3
CCOC(=O)C1(C)CCCCCN1C(=O)c1ccoc1 (stereo not drawn)	nt	-13	0
CC(=O)NCCOc1ccc(C(=O)N2CCOC(C(F)(F)F)C2)cc1 (stereo not drawn)	nt	2	1
Cc1ccc(OCC(=O)Nc2c3c(nn2C(C)(C)C)CSC3)cc1	-9	-6	-2
COc1cc(C)c(C(=O)Oc2cc(C)c(C(=O)O)c(O)c2C)c(OC)c1C	nt	2	-15
CSC1CCC(NC(=O)NCCCc2nc(C(C)C)no2)C1 (stereo not drawn)	nt	-15	5
Cc1cccc(CO[C@]2(C(=O)NC3CC3)CC(OCc3ccc(C(F)(F)F)cc3)[C@H](O)[C@H](O)C2)c1 (stereo partly drawn)	-3	-4	31
CCNC(=O)N(Cc1ccc(OC)c(OS(=O)(=O)c2ccc(NC(C)=O)cc2)c1)C1CC1	-3	-5	18
O=C(NC(=S)NCc1cccnc1)c1ccc(-c2cccc(Cl)c2Cl)o1	nt	-7	0
Cc1oc2nc[nH]c(=O)c2c1C(=O)N(C)CC12CC3CC(CC(C3)C1)C2	nt	-17	13
Cc1sc2nc3ccc(N4CCCC4)nn3c(=O)c2c1C	-1	1	-2
CCOC(=O)N1CCN(/C=C2\Oc3c(ccc(O)c3C)C2=O)CC1	-1	-1	-10
CN1C(=O)NC(c2cccc(Cl)c2Cl)C2=C1CN(CCC(=O)N1CCN(c3cccc(C(F)(F)F)c3)CC1)C2=O (stereo not drawn)	-3	-7	1
COc1ccc(CN(C)C2CCN(C(=O)C(C)C)CC2)c2cccnc12	-9	-2	nt
Cc1nn(CC(=O)c2ccccc2)c(C)c1[N+](=O)[O-]	-5	-2	4
CCC1CCCCN1C(=O)COC(=O)c1cc(Br)ccc1Cl (stereo not drawn)	nt	-6	12
COc1ccc(CC2CCN(C(=O)/C=C/c3ccccc3Cl)CC2)cc1	-5	-4	10
Cc1n[nH]c(C)c1CCc1nncn1-c1cccc(C(F)(F)F)c1	-9	-1	7
CC(C)Oc1ccc(-c2cccc(F)c2C(N)=O)cc1	nt	-3	7
COc1cccc(NC(=O)CCC2CCN(C(=O)c3cscn3)CC2)c1	-3	-6&-4	15&0
O=C(Nc1ccnn1C1CCN(C(=O)CC2CCCCC2)CC1)c1ccc2c(c1)OCO2	nt	2	-1
O=[N+]([O-])c1ccc(NN=C2CCCC2=C2CCCC2)c([N+](=O)[O-])c1	nt	-5	1
COc1ccc(-c2nnc(SCC(=O)N/N=C\c3ccccc3F)n2-c2ccccc2)cc1OC	nt	-7	-5
COc1ccc(-n2c(SCC(=O)N3CCCCC3)nc3c([nH]c4ccccc43)c2=O)cc1	-6	-1	1
Cc1cc(Cl)ccc1NC(=O)CN1C(=O)c2cccc([N+](=O)[O-])c2C1=O	-6	-9	-6
OC(c1ccc(CN(Cc2cccc(F)c2)C2CC2)o1)(c1cccs1)c1cccs1	-2	-3	15
COc1ccc(-c2nc(C(=O)NC(C)C3CCCO3)cs2)cc1 (stereo not drawn)	-9	-14	2
Cc1ccc(-n2nnnc2NCc2ccc(CS(C)(=O)=O)cc2)cc1	-16	-8	18

# Going on with the list:
SMILES	mcGAS lum	hcGAS lum	NPYLR7 ag
Cc1cccc(OCC2=NN3C(=N)/C(=C\c4ccc(C)o4)C(=O)N=C3S2)c1	nt	-7	-1
CNS(=O)(=O)CC1CCCN1C(=O)c1sccc1C (stereo not drawn)	nt	1	-1
O=C1[C@@H]2C[C@H](O)CCN2C(=O)CN1CCCn1ncc2ccccc21	-12	-7	-1
COC(=O)CCCC(=O)NCC1Cc2cc(Oc3ccccc3)ccc2O1 (stereo not drawn)	-7	-5	26
CC1CCN(Cc2csc(NC(=O)CC3OC(=O)c4ccccc43)n2)CC1 (stereo not drawn)	nt	-8	9
c1coc(-c2noc(CNCC3OCCc4ccccc43)n2)c1 (stereo not drawn)	-12	-5	25
COc1ccc(Cl)cc1-n1c(C)cn2c3c(=O)n(C)c(=O)n(C)c3nc12	-4	-3	7
O=C(NCc1nnnn1-c1ccc(F)c(F)c1)c1ccc(Br)o1	-9	-6	1
CCc1[nH]n(-c2ccc(Cl)c(Cl)c2)c(=O)c1C1=C([n+]2ccccc2)C(=O)N(CCOC)C1=O	-3	-15	-13
Cc1sc2nc3c4ccccc4c(C)nn3c(=O)c2c1C	nt	4	-9
Cc1ccsc1CN(C)c1ncnc2c1CCN(C(=O)c1cccnc1)C2	-16	-14	4
COCc1nc(N2CC(Oc3c(C)cccc3C)C2)c2cnn(C)c2n1	-12	-8	7
COc1ccc(-c2[nH]ncc2CNC(C)c2cn(C)nc2C)c(F)c1 (stereo not drawn)	-2	-3	-6
Cc1ccccc1C(=O)Nc1nnc(SCC2CC2)s1	-10	-5	nt
COc1ccc(N2CCN(C(=O)Cn3cnc4c([nH]c5cc(OC)c(OC)cc54)c3=O)CC2)cc1	2	0	nt
Cc1cc(C)cc(OCc2nc(CN(CCN3CCOCC3)C(=O)c3ccccc3F)cs2)c1	-8	0	26
O=C(NC1CCCCC1)c1cc(-c2ccc(F)cc2)nc2cc(-c3ccccc3)nn12	-5	-9	-1
Cc1cc(/C=C/c2ccc3cc(N(C)C)ccc3[n+]2C)c(C)n1-c1ccccc1	nt	-16&-16	0
Cc1cccc(-c2nnc(SCc3ccccc3C)n2-c2ccccc2C)c1	16	-3	15
Cc1n[nH]c(C)c1CCC(=O)N1CCC2(CC1)C(=O)Nc1ccccc12	nt	-5	3

# Exported field by field: part of the list above
> COc1ccc(-c2nnc3c4ccccc4c(C)nn23)cc1S(=O)(=O)N1CCOCC1
  mcGAS lum: nt | hcGAS lum: 2 | NPYLR7 ag: -7

> O=[N+]([O-])c1ccc(NN=C2CCCC2=C2CCCC2)c([N+](=O)[O-])c1
  mcGAS lum: nt | hcGAS lum: -5 | NPYLR7 ag: 1

# Later entries:
SMILES	mcGAS lum	hcGAS lum	NPYLR7 ag
O=c1[nH]c(=S)[nH]c2c1cnn2CCO	nt	-6	-2
COCC1CCCN(C(=O)c2ccc(NCC(C)(C)CN(C)C)nc2)C1 (stereo not drawn)	-5	-2	nt
CC(NC(=O)c1ccc(-c2cccc(C(F)(F)F)c2)s1)c1ccc(Br)cc1 (stereo not drawn)	-9	-7	23
Cn1c(=O)c2c(SCC(=O)Nc3cccc4ccccc34)nc(C3CCCC3)nc2n(C)c1=O	-9	-7	-2
COc1ccc(NC(=O)C2(C)CCCCN2C)cc1OC (stereo not drawn)	-6	-11	8
COc1ccc(NC(=O)Cn2c(=O)n(-c3ccccc3F)c(=O)c3ccc(Cl)cc32)cc1OC	-4	-4	11
Cc1ccc(-c2nc(CNC(=O)C3[C@H]4CNC[C@@H]34)[nH]c2-c2ccccn2)cc1 (stereo partly drawn)	nt	1	-3
CCCCn1c(N)c(N(CC)C(=O)CCC(C)C)c(=O)[nH]c1=O	nt	-5	8
C=CCn1c(SCc2cc(Cl)c3c(c2)OCCO3)nnc1-c1ccncc1	nt	-5	10
CCn1nnc2c(SCc3ccc(C(=O)OC)cc3)ncnc21	nt	-3	2
CN1C[C@H](NC(=O)COCc2nc3ccc(F)cc3[nH]2)C[C@H]1CO	-1	-6	3
C#CCn1c(C2CC(=O)N(c3ccc(CC)cc3)C2)nc2ccccc21 (stereo not drawn)	nt	1	1
CCN(C(C)=O)c1nc(C2NC(=O)NC(C)=C2C(=O)OC)cs1 (stereo not drawn)	nt	-1	-8
COc1cccc(Cc2c(C)nc(C)nc2N2CCN(C(=O)c3cccc([N+](=O)[O-])c3)CC2)c1	-4	-5	nt
CCC(C)N(Cc1csc(COc2ccccc2OC)n1)C(=O)c1cccc(C)c1 (stereo not drawn)	-9	-5	-8
CC(=O)N[C@@H]1C[C@H](CCc2ccccc2)O[C@H](c2cnc3ccccc3n2)C1	nt	-16	18
COc1cccc(CC(=O)N2CCOC(COc3ccc(Cl)c(C)c3)C2)c1 (stereo not drawn)	-6	-7	-5
CC(C)CNC(=O)C(NC(=O)CC(C)C)C1CCN(S(=O)(=O)c2ccc(Cl)cc2)CC1 (stereo not drawn)	0	0	-6
CSc1nc(NCC(C)C)c2cnn(CCNC(=O)c3c(F)cccc3F)c2n1	-7	-4	nt
COc1ccc(C(C)=O)cc1CN1C(=O)C(C)ON=C1c1ccc(CN2CCOCC2)cc1 (stereo not drawn)	nt	-10	9
CC(=O)Nc1ccc(CNC(=O)c2c(C)nn(C)c2C)cc1	nt	-6	6
CCc1noc(C)c1C(=O)O	nt	-8	-5
CN(C)c1nc2c(c(N(C)C)n1)CCN(C(=O)C1CC13CCNCC3)C2 (stereo not drawn)	nt	-4	15
CNCC(=O)N1CCCN(CCCc2ccccc2)CC1	nt	-2	14
O=C(C1=C(O)C(=O)N(CCCn2ccnc2)C1c1ccco1)c1cccs1 (stereo not drawn)	nt	-9	8
CCn1cc(SCC(=O)N2C[C@H]3C[C@H](O)[C@H](O)C[C@H]3C2)c2ccccc21	nt	-8	13
COc1ccc(/C=C2N=C(/C=C\c3cccc([N+](=O)[O-])c3)OC/2=O)cc1	nt	-5	1

# Laid out differently: 3 of the compounds above
CN(C)c1nc2c(c(N(C)C)n1)CCN(C(=O)C1CC13CCNCC3)C2 (stereo not drawn)
  mcGAS lum: nt	hcGAS lum: -4	NPYLR7 ag: 15

CNCC(=O)N1CCCN(CCCc2ccccc2)CC1
  mcGAS lum: nt	hcGAS lum: -2	NPYLR7 ag: 14

O=C(C1=C(O)C(=O)N(CCCn2ccnc2)C1c1ccco1)c1cccs1 (stereo not drawn)
  mcGAS lum: nt	hcGAS lum: -9	NPYLR7 ag: 8
